# GLP1R inv ag = inverse agonists of human GLP-1 receptor. P43220. HEK293 GLP-1R CRE-luciferase, luminescence, 24 h; GLP-1R form is constitutively active. Potency, µM (doses to about 38.3 µM), for inactives: at the highest dose activity change, negative = inhibition, most hits filed as inhibitors. hit rate 1.6% among 410,000; further: on the % scale 0 is the no-effect control and ±100 the full control effect; nearly all actives have a fitted effect of over 55% in size
# Target sequence (P43220 whole entry, looked up): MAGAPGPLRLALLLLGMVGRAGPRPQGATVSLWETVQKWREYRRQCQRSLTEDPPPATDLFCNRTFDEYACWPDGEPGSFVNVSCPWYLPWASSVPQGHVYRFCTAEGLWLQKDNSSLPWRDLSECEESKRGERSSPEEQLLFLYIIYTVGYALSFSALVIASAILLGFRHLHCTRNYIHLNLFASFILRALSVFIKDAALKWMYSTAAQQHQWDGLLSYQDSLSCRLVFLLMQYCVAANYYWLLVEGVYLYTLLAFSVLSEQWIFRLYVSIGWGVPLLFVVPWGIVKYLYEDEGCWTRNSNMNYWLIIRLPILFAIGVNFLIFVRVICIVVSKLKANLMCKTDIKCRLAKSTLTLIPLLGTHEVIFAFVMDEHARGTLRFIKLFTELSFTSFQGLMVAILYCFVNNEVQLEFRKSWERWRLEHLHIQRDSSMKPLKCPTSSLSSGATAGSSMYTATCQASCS
#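 HEK293 cells stably co-expressing a cAMP-responsive luciferase reporter and constitutively active GLP-1R were seeded, incubated 12 h, then exposed to compounds for 24 h at 37 C. Luminescence was read 12 min after detection reagent; inverse agonists lower signal.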
# PTHR1 ag = agonists of human PTHR1 parathyroid hormone receptor; Q03431; HEK293 GP2 PTHR1 cells, GloSensor cAMP luminescence, 1 h; Potency, µM (doses to about 115 µM), for inactives: at the top dose activation, hits mostly activators; hit rate 0.075% among 410,000; AID 743266; further: nearly all actives have a fitted effect of over 55% in size; some results filed as inactive show a strong effect at the top dose; inactives centre near -15; many of its hits are not listed in these tables
# Target sequence (Q03431 whole entry, looked up): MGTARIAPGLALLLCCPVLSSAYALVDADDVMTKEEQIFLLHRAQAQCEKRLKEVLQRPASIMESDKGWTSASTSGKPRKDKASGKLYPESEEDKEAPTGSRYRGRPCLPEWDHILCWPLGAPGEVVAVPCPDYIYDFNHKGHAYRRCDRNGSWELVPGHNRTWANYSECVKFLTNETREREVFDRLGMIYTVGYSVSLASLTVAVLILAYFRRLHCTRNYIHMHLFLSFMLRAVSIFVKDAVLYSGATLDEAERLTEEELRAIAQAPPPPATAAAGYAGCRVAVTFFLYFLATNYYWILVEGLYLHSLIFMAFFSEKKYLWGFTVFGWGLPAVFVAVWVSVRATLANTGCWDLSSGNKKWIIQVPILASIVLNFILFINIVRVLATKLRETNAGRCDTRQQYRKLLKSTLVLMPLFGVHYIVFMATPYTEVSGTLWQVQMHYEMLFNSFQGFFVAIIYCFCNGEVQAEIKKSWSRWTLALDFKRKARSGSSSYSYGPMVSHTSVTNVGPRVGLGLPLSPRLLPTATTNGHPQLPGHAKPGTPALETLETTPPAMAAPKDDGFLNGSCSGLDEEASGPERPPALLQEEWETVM
#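 HEK-293-derived GP2 cells expressing PTHR1 and a GloSensor cAMP reporter, 3,000/well, plated overnight, given luciferin plus IBMX (each 0.5 mM as added) for 1 h at 37 °C, then compound for 1 h at 37 °C. Luminescence was read after 15 min at room temperature.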
# GLP1R cytotox = cytotoxicity in counter-screen for GLP-1R inverse agonists | Potency, µM (titrated, usually from 38.3 µM), for the others: at the top dose activity change, negative = inhibition, hits mostly inhibitors | HEK293 cAMP-luciferase reporter cells, luminescence, 24 h | AID 624418 | hit rate 0.13% among 410,000;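 further: loss of luciferase light is scored as toxicity; on the % scale 0 is the no-effect control and ±100 the full control effect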
#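 A 23 nL compound transfer followed 12 hours of cell culture at 37 deg C; exposure then lasted 24 hr. Luciferase assay detection reagent was dispensed and plates read for luminescence after a 12 min room-temperature wait.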
# The depositor's hits bear a star; i = inactive; ? = inconclusive; [ ] = remark or other dose. The call rests on the fitted dose curve; in most records, active means well fitted curve in the direction sought with a large enough effect; inconclusive means small, poorly fitted or top-dose-only effect, or another doubt; inactive means no such curve, though single readings can be large; an effect the other way counts as inactive or inconclusive. Potency means the concentration at half of the fitted maximal effect.
# The opening 20 entries as a preview:
SMILES,GLP1R inv ag,PTHR1 ag,GLP1R cytotox
CCOCCCNC(=O)C1CCN(c2nc3ccc(Cl)cc3[nH]2)CC1,2%,-38%[inhibitor],0%
CCn1c2c(c(=O)n3ncc(C(=O)Nc4cccc(Cl)c4C)c13)CN(Cc1ccc(OC)cc1)CC2,-10%,-14%,-2%
COc1ccc(C)cc1-n1c(SCC(=O)NCc2ccco2)nc2c([nH]c3ccccc32)c1=O,?,0%,-11%
O=C(CSc1n[nH]c(-c2ccc(F)cc2)n1)NCCc1ccccc1,0%,-48%[inhibitor],2%
Cc1cccc(OCC(=O)Nc2ccccc2OCc2cc(=O)n3ccccc3n2)c1,1%,-1%,1%
COc1cc(CN(C(=O)c2ccccc2)c2ccccn2)cc(OC)c1OC,7%,i,-1%
CCn1c(=O)n(CC2CCC(C(=O)NC(C)C)CC2)c(=O)c2sccc21 (centres undefined),5%,-15%,2%
O=C(CSc1nccn1Cc1ccc(Cl)cc1)NC1CCCC1,-23%,-82%[inhibitor],14%
CC(C)Oc1ccc(CNC(=O)C2CCCN(S(=O)(=O)c3ccc4c(ccn4C)c3)C2)cc1 (centres undefined),-2%,i,1%
COc1ccc(-c2c(C)nn3c(C(F)(F)F)cc(-c4ccc(C)cc4)nc23)cc1,2%,i,5%
Cc1ccccc1-c1nc(SCC(=O)NCc2ccco2)c2c(=O)n(C)c(=O)n(C)c2n1,4%,-21%,27%
COc1ccc(OC)c(S(=O)(=O)NCCc2csc3nc(-c4ccccc4)nn23)c1,7%,i,-4%
COc1cc(OC)c(NC(=O)c2cn(C)c(=O)c3cc(OC)c(OC)cc23)cc1Cl,28%,-22%,-2%
COc1ccc(NC(=O)CC2C(=O)N(c3ccc(C)cc3)C(=O)N2Cc2ccc3c(c2)OCO3)cc1 (centres undefined),1%,-51%[inhibitor],17%
COc1ccccc1N1CCN(Cc2cc(COC(C)C)c3cccnc3c2O)CC1,?,0%,?
Cc1cccc(CN2C(=O)c3ccccc3Sc3ccc(C(=O)NCc4cccs4)cc32)c1,?,i,4%
Cc1ccc(OCCCC(=O)Nc2sc3c(c2C(N)=O)CCCC3)cc1,?,0%,-4%
CC1CCN(S(=O)(=O)c2ccc3nc(NCc4ccc(F)cc4)ccc3c2)CC1,?,i,?
Cc1c(Cl)cccc1N1C(N)=C(C#N)C(c2cc(CN3CCOCC3)cs2)C2=C1CCCC2=O (centres undefined),6%,-39%[inhibitor],13%
Cc1cc(C)cc(NC(=O)N2CCC(CN3CCOCC3)CC2)c1,4%,-3%,3%

# The list itself, repeating the preview:
SMILES,GLP1R inv ag,PTHR1 ag,GLP1R cytotox
CCOCCCNC(=O)C1CCN(c2nc3ccc(Cl)cc3[nH]2)CC1,2%,-38%[inhibitor],0%
CCn1c2c(c(=O)n3ncc(C(=O)Nc4cccc(Cl)c4C)c13)CN(Cc1ccc(OC)cc1)CC2,-10%,-14%,-2%
COc1ccc(C)cc1-n1c(SCC(=O)NCc2ccco2)nc2c([nH]c3ccccc32)c1=O,?,0%,-11%
O=C(CSc1n[nH]c(-c2ccc(F)cc2)n1)NCCc1ccccc1,0%,-48%[inhibitor],2%
Cc1cccc(OCC(=O)Nc2ccccc2OCc2cc(=O)n3ccccc3n2)c1,1%,-1%,1%
COc1cc(CN(C(=O)c2ccccc2)c2ccccn2)cc(OC)c1OC,7%,i,-1%
CCn1c(=O)n(CC2CCC(C(=O)NC(C)C)CC2)c(=O)c2sccc21 (centres undefined),5%,-15%,2%
O=C(CSc1nccn1Cc1ccc(Cl)cc1)NC1CCCC1,-23%,-82%[inhibitor],14%
CC(C)Oc1ccc(CNC(=O)C2CCCN(S(=O)(=O)c3ccc4c(ccn4C)c3)C2)cc1 (centres undefined),-2%,i,1%
COc1ccc(-c2c(C)nn3c(C(F)(F)F)cc(-c4ccc(C)cc4)nc23)cc1,2%,i,5%
Cc1ccccc1-c1nc(SCC(=O)NCc2ccco2)c2c(=O)n(C)c(=O)n(C)c2n1,4%,-21%,27%
COc1ccc(OC)c(S(=O)(=O)NCCc2csc3nc(-c4ccccc4)nn23)c1,7%,i,-4%
COc1cc(OC)c(NC(=O)c2cn(C)c(=O)c3cc(OC)c(OC)cc23)cc1Cl,28%,-22%,-2%
COc1ccc(NC(=O)CC2C(=O)N(c3ccc(C)cc3)C(=O)N2Cc2ccc3c(c2)OCO3)cc1 (centres undefined),1%,-51%[inhibitor],17%
COc1ccccc1N1CCN(Cc2cc(COC(C)C)c3cccnc3c2O)CC1,?,0%,?
Cc1cccc(CN2C(=O)c3ccccc3Sc3ccc(C(=O)NCc4cccs4)cc32)c1,?,i,4%
Cc1ccc(OCCCC(=O)Nc2sc3c(c2C(N)=O)CCCC3)cc1,?,0%,-4%
CC1CCN(S(=O)(=O)c2ccc3nc(NCc4ccc(F)cc4)ccc3c2)CC1,?,i,?
Cc1c(Cl)cccc1N1C(N)=C(C#N)C(c2cc(CN3CCOCC3)cs2)C2=C1CCCC2=O (centres undefined),6%,-39%[inhibitor],13%
Cc1cc(C)cc(NC(=O)N2CCC(CN3CCOCC3)CC2)c1,4%,-3%,3%
CC(C)NC(=O)C1CCN(C(=O)c2cc3sccc3n2Cc2ccc(Cl)cc2)CC1,-17%,-96%[inhibitor],-8%
COc1ccc(OC)c(CNC(=O)C2CCN(c3nc4ccccc4nc3C(F)(F)F)CC2)c1,17%,-14%,1%
Cc1oc2ccc(O)c(CN3CCOCC3)c2c1C(=O)Nc1ccc(C(C)C)cc1,?,i,0%
Cc1ccc(CNc2oc(-c3ccc(COc4ccc(Cl)cc4)o3)nc2C#N)cc1,-6%,-57%[inhibitor],-6%
O=C(CSc1nc2c([nH]c3ccccc32)c(=O)n1-c1ccc(F)cc1)NCC1CCCO1 (centres undefined),8%,30%,2%

# 3 structures already listed, ordered by SMILES length, ascending:
SMILES,GLP1R inv ag,PTHR1 ag,GLP1R cytotox
COc1ccc(OC)c(S(=O)(=O)NCCc2csc3nc(-c4ccccc4)nn23)c1,7%,i,-4%
Cc1ccccc1-c1nc(SCC(=O)NCc2ccco2)c2c(=O)n(C)c(=O)n(C)c2n1,4%,-21%,27%
CCn1c2c(c(=O)n3ncc(C(=O)Nc4cccc(Cl)c4C)c13)CN(Cc1ccc(OC)cc1)CC2,-10%,-14%,-2%

# The results go on:
SMILES,GLP1R inv ag,PTHR1 ag,GLP1R cytotox
CC(=O)Nc1ccc(NC(=O)CN2C(=O)CN(C)C(=O)c3ccccc32)cc1,2%,i,-16%
Cc1cccc(C(=O)NCCc2nc3ccccc3n2Cc2ccccc2Cl)c1,?,-13%,-3%
Cc1ccc(C)c(N2CCN(C(=O)c3cc(C)nc4c3c(C)nn4-c3ccccc3)CC2)c1,?,i,0%
Cc1cccc(S(=O)(=O)c2cn(Cc3ccc(F)cc3)c3cc(N4CCOCC4)c(F)cc3c2=O)c1,4%,-16%,-8%
CCOC(=O)C1CCN(S(=O)(=O)c2ccc(N3CCCCS3(=O)=O)cc2)CC1,-3%,-19%,4%
COc1ccc(NC(=O)COCc2cc(-c3ccco3)on2)cc1,6%,-39%,4%
COc1cc(OC)c(NC(=O)c2cnn(-c3ccccc3)c2-n2cccc2)cc1Cl,2%,-14%,-2%
Cc1ccc(Nc2c(-c3ccc(O)cc3)nc3cccc(C)n23)cc1,-19%,i,-25%
CCOc1ccccc1NC(=O)N1CCN(Cc2nc3ccc(C)cc3o2)CC1,-15%,i,2%
CCc1nn2c(=O)cc(COC(=O)c3cccc(NC(=O)CCc4ccccc4)c3)nc2s1,0%,i,7%
Fc1ccc(-c2noc3ncnc(NCCc4ccc(Cl)cc4)c23)cc1,3%,-26%,20%
CCOc1ccc(N2CC(NC(=O)C3CCCCC3)CC2=O)cc1 (centres undefined),5%,-22%,-3%
NC(=O)C1CCN(S(=O)(=O)c2cc3c(cc2Cl)NC(=O)CO3)CC1,13%,i,4%
COc1ccccc1N1CCN(C(=O)c2cc3c(=O)n(Cc4cccs4)ccc3nc2C)CC1,-2%,-82%[inhibitor],1%
COc1ccc(CNC(=O)c2cnc(N3CCCC3)nc2C)cc1,-69%,-2%,-38%
COc1ccc(C(=O)NCC(c2ccco2)S(=O)(=O)c2cccs2)cc1 (centres undefined),4%,-21%,3%
COc1ccc(C(=O)NCCc2csc(-c3ccc(Cl)cc3)n2)c(OC)c1,?,i,-8%
Cc1ccn2c(=O)c(C(=O)NC(C)c3ccccc3)c(O)nc2c1 (centres undefined),2%,-18%,-2%
Cc1ccc(C(=O)NCC(=O)OCc2cc(=O)n3nc(C4CC4)sc3n2)cc1,1%,i,5%
Cc1ccc2nc(/C(C#N)=C/c3ccc(-c4ccc(F)cc4F)o3)[nH]c2c1,-1%,i,3%
CC(C)NC(=O)CCCN1C(=O)CCn2nc(-c3cccn3C)cc21,-11%,-15%,-8%
Cc1cccc(N2CCN(S(=O)(=O)c3ccc4oc(=O)c5ncn(C)c5c4c3)CC2C)c1 (centres undefined),6%,i,4%
COCCN(Cc1cccs1)S(=O)(=O)c1cc(-c2cc(C)no2)ccc1C,?,-75%[inhibitor],3%
NS(=O)(=O)c1ccc(NC(=O)COc2ccc(S(=O)(=O)NC3CCCCC3)cc2)cc1,3%,-21%,4%
Cc1cccc(Cn2c(CN3CCC(C(=O)NCc4cccnc4)CC3)cc3ccccc32)c1,?,i,-9%

# (further entries)
SMILES,GLP1R inv ag,PTHR1 ag,GLP1R cytotox
CCOC(=O)c1cccc(NC(=O)CC2C(=O)N(c3ccc(Cl)cc3)C(=O)N2C2CCCC2)c1 (centres undefined),13µM*,-54%[inhibitor],-29%
COc1ccc(Cl)cc1NC(=O)Cn1c(=O)n(Cc2nc(C)no2)c(=O)c2ccccc21,11%,i,-2%
Cc1oc2ncn(CC(C)C)c(=O)c2c1C(=O)NC(C)c1ccccc1 (centres undefined),?,-16%,-30%
Cc1cccc(C(=O)Nc2nnc(S(=O)(=O)N(C)Cc3ccccc3)s2)c1,-14%,-2%,-5%
Oc1ccc(NCc2ccccc2OCc2ccc(Cl)cc2)cc1,16%,-37%[inhibitor],-17%
Cc1ccc(N2CC(C(=O)Nc3ccc(Cl)cc3Cl)CC2=O)cc1 (centres undefined),12%,i,7%
CCOC(=O)c1cccc(NC(=O)c2cc(S(=O)(=O)N3CCCC3)cn2C)c1,0%,-39%[inhibitor],6%
Cc1ccc(C(=O)CC2(O)C(=O)N(Cc3ccccc3)c3ccccc32)c(C)c1 (centres undefined),?,-69%[inhibitor],-10%
O=c1cc(-c2ccccc2)c2cc(Cl)c3c(c2o1)CN(Cc1ccccc1)CO3,-4%,i,134%[activator]
Cc1ccc(-c2nc(CS(=O)CC(=O)NCc3ccccc3Cl)c(C)o2)cc1 (centres undefined),-11%,i,-4%
COc1ccccc1C(=O)Nc1ccccc1C(=O)OCc1cc(=O)n2ccsc2n1,4%,-12%,20%
COc1cccc(-c2nc(SCC(=O)NCC3CCCO3)c(-c3ccc(Cl)cc3)[nH]2)c1 (centres undefined),?,i,2%
CCCCOc1cccc(NC(=O)CSc2nnc(C)s2)c1,7%,-23%,-1%
COc1cc(C2CC(=O)c3c([nH]c(C(=O)OC4CCCC4)c3C)C2)cc(OC)c1OC (centres undefined),?,-45%[inhibitor],-18%
CCOC(=O)C1CCN(C(=O)Cn2nc(CC)n3c(cc4sccc43)c2=O)CC1,?,-52%[inhibitor],-6%
CCOC(=O)c1c(C)oc2ncnc(Nc3ccc(OC)c(OC)c3)c12,5%,i,-2%
O=C(Cn1c(SCCOc2ccccc2)nc2ccccc21)N1CCOCC1,3%,i,5%
CCOC(=O)c1ccc(Nc2nc3nonc3nc2Nc2cccc(C)c2C)cc1,2.8µM*,-35%,?
Cc1ccc(NC(=O)CN2C(=O)c3ccccc3Sc3ccc(C(=O)N4CCOCC4)cc32)cc1C,7%,-7%,0%
Cc1cccc(NC(=O)c2cc3c([nH]c2=O)CC(c2ccccc2)CC3=O)c1 (centres undefined),2%,i,3%

# Only part of the results is shown. The share of hits here may be higher or lower than overall.
